Screening data as filed in PubChem BioAssay.
TrxR1 substrate: qHTS Assay for Substrates of Mammalian Selenoprotein Thioredoxin Reductase 1 (TrxR1): qHTS. 390,000 tested, 0.01% active. purified TrxR1 substrate turnover, NADPH consumption readout. AID 588456, 2011. Potency, µM (top dose mostly 114 µM), without a hit: top-dose activity change, negative = substrate turnover; further: potency means the concentration at half of the fitted maximal effect; on the % scale 0 is the no-effect control and ±100 the full control effect; nearly all actives have a fitted effect of over 50% in size
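Rat TrxR1, dispensed at 90 nM, was prereduced with 400 uM NADPH (final) for 5 min at ~22 deg C, then incubated with compound 15 min before 400 uM selenite. A first-read NADPH fluorescence drop versus no-compound background flagged substrates.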
Tb PGK inh: qHTS Assay to Find Inhibitors of Phosphoglycerate Kinase; PGK/GAPDH coupled, Kinase-Glo luminescence, 60 min; Potency, µM (top dose mostly 57.5 µM), for the others: top-dose activity change, negative = inhibition, actives largely listed as inhibitors; 380,000 tested, 0.043% active; AID 602233, 2012; further: potency means the concentration at half of the fitted maximal effect; on the % scale 0 is the no-effect control and ±100 the full control effect; nearly all actives have a fitted effect of over 60% in size
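Luminescent ATP detection (Kinase-Glo Plus) follows a 60-minute room-temperature incubation, with wells lacking PGK as controls. Buffer: 100 mM TEA (pH 7.6), 5 mM MgCl2, 0.01% Tween-20. Coupling enzyme GAPDH (100 nM final) supplies unstable 1,3-BPG in-well.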
HP1b chromo inh: HTS for Inhibitors of HP1-beta Chromodomain Interactions with Methylated Histone Tails; Potency, µM (doses to about 114 µM), for the others: at the top dose activity change, negative = inhibition, most hits filed as inhibitors; Chromobox protein homolog 1 (Homo sapiens), P83916; AID 540317, 2011; 390,000 tested, 0.56% active; AlphaScreen HP1-beta / biotin-H3K9me3 peptide binding; further: potency means the concentration at half of the fitted maximal effect; nearly all actives have a fitted effect of over 70% in size; inactives centre near 23
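Compound inhibition of the preformed complex between 50 nM HP1-beta and 50 nM biotinylated H3K9me3 peptide was read by AlphaScreen. Buffer was PBS pH 7.4 with 0.01% Tween-20. Incubations ran 30 min at room temperature, with 10 ug/mL donor/acceptor beads.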
mIDH1 inhibitor: qHTS for Inhibitors of mutant isocitrate dehydrogenase 1 (IDH1): qHTS; Isocitrate dehydrogenase [NADP] cytoplasmic (Homo sapiens), O75874; 390,000 tested, 0.093% active; AID 602179, 2012; Potency, µM (highest dose often 76.6 µM), inactives show at the top dose activity change, negative = inhibition, most hits filed as inhibitors; IDH1-R132H enzyme, NADPH consumption, diaphorase/resazurin fluorescence; further: potency means the concentration at half of the fitted maximal effect; on the % scale 0 is the no-effect control and ±100 the full control effect; nearly all actives have a fitted effect of over 65% in size
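IDH1-R132H (0.5 ug/mL) preincubated 30 min with compound, then NADPH (0.016 mM) and alpha-KG (2 mM) added; 80 min at RT, pH 7.5. Remaining NADPH coupled via diaphorase/resazurin to fluorescence (540/590 nm); concentration-response curves normalized to no-enzyme control.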
USP1-UAF1 inh: Inhibitors of USP1/UAF1: Primary Screen; recombinant USP1/UAF1, Ub-Rhodamine cleavage fluorescence; Potency, µM (highest dose often 57.1 µM), inactives show at the top dose activity change, negative = inhibition, hits mostly inhibitors; AID 743255, 2014; 390,000 tested, 0.23% active; further: potency means the concentration at half of the fitted maximal effect; on the % scale 0 is the no-effect control and ±100 the full control effect; nearly all actives have a fitted effect of over 60% in size; inactives centre near -12
Target sequence (O94782 whole entry, looked up): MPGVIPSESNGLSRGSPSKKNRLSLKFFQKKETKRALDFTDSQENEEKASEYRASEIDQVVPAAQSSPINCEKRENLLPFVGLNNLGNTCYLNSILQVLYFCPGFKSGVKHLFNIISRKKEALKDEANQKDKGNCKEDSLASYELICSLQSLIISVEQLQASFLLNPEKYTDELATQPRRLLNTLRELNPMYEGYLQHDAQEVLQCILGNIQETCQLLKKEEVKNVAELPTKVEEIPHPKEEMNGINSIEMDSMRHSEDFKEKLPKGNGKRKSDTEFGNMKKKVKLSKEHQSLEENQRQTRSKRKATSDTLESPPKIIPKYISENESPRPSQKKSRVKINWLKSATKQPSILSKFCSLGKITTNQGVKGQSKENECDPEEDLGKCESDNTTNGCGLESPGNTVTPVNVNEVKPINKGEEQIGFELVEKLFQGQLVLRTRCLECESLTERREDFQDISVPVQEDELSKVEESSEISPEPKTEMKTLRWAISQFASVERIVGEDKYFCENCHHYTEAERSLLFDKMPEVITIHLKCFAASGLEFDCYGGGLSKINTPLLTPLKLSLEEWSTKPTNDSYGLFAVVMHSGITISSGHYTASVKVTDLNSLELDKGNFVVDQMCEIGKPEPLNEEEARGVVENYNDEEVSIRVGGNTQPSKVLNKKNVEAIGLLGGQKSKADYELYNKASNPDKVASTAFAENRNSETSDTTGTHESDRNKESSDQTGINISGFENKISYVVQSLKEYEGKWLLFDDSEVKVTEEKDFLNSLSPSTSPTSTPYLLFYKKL
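In this screen, compounds sit with the deubiquitinase complex (1nM) for 15 min at room temperature before Ub-Rho is added at 150nM final. Fluorescence rise is then followed for 6 reads every 60 seconds.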
GLS inhibitor: qHTS for Inhibitors of Glutaminase (GLS) | AID 624170, 2012 | Potency, µM (doses to about 45.5 µM), for inactives: at the highest dose activity change, negative = inhibition, usual class: inhibitors | GLS enzymatic activity, qHTS titration | 410,000 tested, 0.21% active | Glutaminase kidney isoform, mitochondrial (Homo sapiens), O94925; further: potency means the concentration at half of the fitted maximal effect; on the % scale 0 is the no-effect control and ±100 the full control effect
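hKGA in 45 mM KH2PO4 (pH 8.2), 0.02% Tween-20 with compound, then 1mM L-Glutamine (stock as added) plus glutamate oxidase/HRP/Amplex red coupling mix. Fluorescence read initially and after 30 min at RT; signal change reflects glutamate formation.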
TrxR1 inh: qHTS Assay for Inhibitors of Mammalian Selenoprotein Thioredoxin Reductase 1 (TrxR1): qHTS | Thioredoxin reductase 1, cytoplasmic (Rattus norvegicus), O89049 | recombinant rTrxR1, NADPH fluorescence consumption, selenite substrate | Potency, µM (highest dose often 114 µM), inactives show at the top dose activity change, negative = inhibition, most hits filed as inhibitors | 390,000 tested, 1% active | AID 588453, 2011; further: potency means the concentration at half of the fitted maximal effect; on the % scale 0 is the no-effect control and ±100 the full control effect; nearly all actives have a fitted effect of over 65% in size
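Rat TrxR1 (90 nM in the dispensed reagent) was pre-reduced with 400 uM NADPH for 5 min at room temperature, then incubated with compound for 15 min. After 400 uM selenite was added, NADPH fluorescence (Ex 340/Em 450 nm) was followed for 8 min.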
PI4K2A block: qHTS for small molecular inhibitors of PI4K2A; purified PI4K2A, ADP-Glo luminescence, 1 h; hits give low values; activity change, negative = inhibition, % at 76.9 µM; 420,000 tested, 0.13% active; AID 1346378, 2018; in the data active means activity change below about -50%; inconclusive means mostly about -30% to -49%;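 further: -100% = wells without enzyme as full effect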
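PI4K2A activity was measured by ADP-Glo luminescence: enzyme (4 ug/mL stock) and phosphatidylinositol (1.2 mM stock) in Tris pH 7.5/MgCl2/EGTA/Triton X-100 buffer were reacted with ATP (300 microM stock) for one hour at ambient temperature.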
Pin1 inh: qHTS Assay to Find Inhibitors of Pin1; Pin1 FP peptide displacement, HiFluor488, 10 min; 390,000 tested, 0.009% active; Potency, µM (doses to about 115 µM), inactives show top-dose activity, negative = inhibition, hits mostly inhibitors; active means well fitted inhibition curve with a large enough effect in the polarisation, with a control signal flat, not every such curve was filed as active; inconclusive means small, poorly fitted or top-dose-only effect, or effect the other way, or a change in a side signal; inactive means no such curve, though single readings can be large or run the other way; the % refers to the polarisation; further: potency means the concentration at half of the fitted maximal effect; on the % scale 0 is the no-effect control and ±100 the full control effect
Target sequence (Q13526 whole entry, looked up): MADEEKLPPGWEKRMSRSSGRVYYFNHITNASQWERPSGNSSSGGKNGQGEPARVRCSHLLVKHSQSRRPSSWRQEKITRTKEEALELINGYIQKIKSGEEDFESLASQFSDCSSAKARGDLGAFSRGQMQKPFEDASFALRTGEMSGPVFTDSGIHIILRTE
An asterisk follows results filed as active; i = inactive; u = inconclusive; x = no result given; [ ] = another dose, or the depositor's remark. Unless noted, the call rests on the fitted dose curve; in most records, active means well fitted curve in the direction sought with a large enough effect; inconclusive means small, poorly fitted or top-dose-only effect, or another doubt; inactive means no such curve, though single readings can be large; an effect the other way counts as inactive or inconclusive. These rows are one share of the data (hit frequency here may not be typical).

mol	TrxR1 substrate	Tb PGK inh	HP1b chromo inh	mIDH1 inhibitor	USP1-UAF1 inh	GLS inhibitor	TrxR1 inh	PI4K2A block	Pin1 inh
COc1ccc(C2CC(=O)c3cc(-c4nc(-c5cccc([N+](=O)[O-])c5)cs4)c(=O)n(-c4ccccc4C)c3C2)cc1 (centres undefined)	-14%	-3%	24%	4%	-11%	-10%	-13%	1	19%
Cc1cc2n(n1)SC(Nc1ccccc1)N2 (centres undefined)	1%	-2%	u	4%	-9%	5%	u	-8	-3%
CCOC(=O)c1[nH]nc(-c2c(O)cc(C)cc2O)c1-c1csc(C)n1	14%[57.1 µM]	-1%	27%	7%	-7%	5%	-9%[57.1 µM]	-2	4%
COc1ccc(COC[B-](F)(F)F)cc1	x	3%	x	-9%	-1%	17%	x	-4	x
CCN(CC(=O)Nc1c(F)cccc1F)C(=O)c1cc2c(cc1Cl)N1CCCCCC1=NS2(=O)=O	2%	8%	19%	2%	-6%	5%	3%	1	1%
COc1ccccc1C(=O)Nc1ccc2c3c(cccc13)CC2	5%	i	26%	-2%	-8%	6%	-14%	3	26%
COc1cc(CC(=O)NCCCc2ccccc2)cc(OC)c1OC	0%	i	28%	1%	-3%	-5%	17%	5	-1%
Cn1c(=O)c2c(nc(Oc3ccc4c(c3)OCO4)n2Cc2ccc(Cl)cc2)n(C)c1=O	5%	-10%	21%	6%	2%	0%	17%	0	0%
CCC(c1nnnn1C1CCCC1)N1CCN(c2ccccc2F)CC1 (centres undefined)	10%[57.1 µM]	-3%	42%[activator]	7%	-12%	-5%	18%[57.1 µM]	6	-6%
CC1CCN(c2ccc([N+](=O)[O-])cc2C(=O)O)CC1	-8%	-6%	u	-5%	-9%	-3%	-3%	-7	20%
O=c1c(O)c(-c2cccs2)oc2ccc(Cl)cc12	2%	-7%	76%[activator]	3%	25µM*	24%	6%	1	u
COc1ccc(-c2nnc(SCC(=O)c3ccc[nH]3)n2-c2ccccc2)cc1	-2%	-1%	28%	-3%	-22%	-1%	-6%	-5	u
Cc1cccc(S(=O)(=O)Nc2cccc(-c3ccc(N4CCCCC4)nn3)c2)c1	2%[57.1 µM]	-5%	13%[57 µM]	-14%	-26%	-5%	8%[57.1 µM]	6	17%
Cc1cccc(C(C(=O)NCc2ccc(F)cc2)N(C(=O)c2csnn2)C2CC2)c1 (centres undefined)	-9%[57.1 µM]	3%	36%[activator]	-3%	-1%	9%	-16%[57.1 µM]	-2	5%
COc1ccccc1CNC(=O)/C=C/C(=O)O	5%[57.1 µM]	-2%	2%	9%	-4%	21%	9%[57.1 µM]	-6	-9%
C=C(C)C1CCC(C)=C1COC(=O)Nc1ccccc1 (centres undefined)	-11%	1%	195%[activator]	8%	-22%	3%	-17%	3	6%
CCCCOc1ccc(CNC(=O)c2cnc3sc(N4CCCCCC4)nn3c2=O)cc1	5%[57.1 µM]	-6%	23%	-3%	u	-8%	26%[57.1 µM]	1	1%
COc1ccc(NC(=O)C(=O)c2cn(CC(=O)N3CCCC3)c3ccccc23)c(OC)c1	-14%	6%	18%	0%	-3%	3%	-20%	4	41%[activator]
Cn1c(SCC(=O)Nc2ccc3[nH]c(=O)[nH]c3c2)nnc1-c1ccc(F)cc1	-6%	-9%	45%[activator]	4%	-16%	6%	4%	1	11%
O=C(NCc1ccccc1Cl)c1cccn1-c1nnc(N2CCCCC2)s1	-7%[57.1 µM]	-12%	-17%	-14%	-17%	-11%	0%[57.1 µM]	2	-4%
O=C(CC12CC3CC(CC(C3)C1)C2)NCC(=O)N1CCc2ccccc2C1	8%[57.1 µM]	-2%	27%	5%	2%	-3%	-1%	-2	-2%
O=C(NN=C1CCC(=NNC(=O)c2cccnc2)CC1)c1cccnc1	0%	-8%	22%	0%	-1%	10%	12%	-7	2%
CCCCOc1ccccc1Cn1c(=O)oc2ccccc21	0%	-7%	233%[activator]	0%	-31%	0%	-5%[0.457 µM]	-1	4%
C=CCn1c(SCC(=O)c2ccc(O)c(O)c2)nnc1-c1ccc(OC)cc1	-13%	-18%	4%	-12%	0%	3%	u	-8	u
CCOc1cc2sc(N3CCC(C(=O)Nc4ccc(C(C)C)cc4)CC3)nc2cc1Br	0%	-7%	2%	-9%	-10%	u	20%[0.457 µM]	-1	8%
CC(C)N(C(=O)Cn1c(SCC(=O)N2CCN(c3ccccc3)CC2)nc2ccccc21)C(C)C	12%	-1%	24%	-2%	-6%	12%	15%	-1	1%
CC(=O)Nc1cccc(OCCCNC(=O)C2CCC2)c1	4%	6%	32%	-10%	-15%	11%	17%	-17	-1%
CN1CCN(C(=O)c2cnn(-c3ccccc3)c2NC(=O)c2ccc([N+](=O)[O-])cc2)CC1	1%	-5%	-6%	0%	-7%	3%	1%	2	-2%
Cc1cc(Nc2ccc(Cl)cc2C)nc(-n2nc(C)cc2C)n1	2%[57.1 µM]	-11%	33%[57 µM]	14%	u	6%	10%[57.1 µM]	-4	0%
CCC(C)NC(=O)CC1Oc2ccc(C)cc2NC1=O (centres undefined)	-7%	i	42%[activator]	-6%	-6%	-4%	10%[57.1 µM]	5	-9%

Look-ups from above:
COc1cc(CC(=O)NCCCc2ccccc2)cc(OC)c1OC – HP1b chromo inh: 28%
CC1CCN(c2ccc([N+](=O)[O-])cc2C(=O)O)CC1 – mIDH1 inhibitor: -5%
CCOC(=O)c1[nH]nc(-c2c(O)cc(C)cc2O)c1-c1csc(C)n1 – Pin1 inh: 4%
Cc1cc(Nc2ccc(Cl)cc2C)nc(-n2nc(C)cc2C)n1 – TrxR1 substrate: 2%[57.1 µM]
CC(C)N(C(=O)Cn1c(SCC(=O)N2CCN(c3ccccc3)CC2)nc2ccccc21)C(C)C – Tb PGK inh: -1%
CCCCOc1ccc(CNC(=O)c2cnc3sc(N4CCCCCC4)nn3c2=O)cc1 – TrxR1 substrate: 5%[57.1 µM]

Further records follow:
mol	TrxR1 substrate	Tb PGK inh	HP1b chromo inh	mIDH1 inhibitor	USP1-UAF1 inh	GLS inhibitor	TrxR1 inh	PI4K2A block	Pin1 inh
Cc1ccc2[nH]c3c(=O)n(CC(=O)N4CCN(c5cccc(C(F)(F)F)c5)CC4)ncc3c2c1	10%	2%	23%	-10%	-1%	0%	46%[activator]	1	5%
O=C(Nc1cccc(Cl)c1)Nc1ccc(Cl)cn1	12%[57.1 µM]	-6%	57%[activator]	2%	-15%	-1%	14%[57.1 µM]	0	8%
Cc1nc2nc(SCC(=O)N3CCOCC3)nn2c(C)c1Cc1c(F)cccc1Cl	1%	-3%	27%	16%	4%	13%	6%	-3	2%
COc1cccc(NC(=S)N(CCC(C)C)C(C)c2ccncc2)c1 (centres undefined)	4%	3%	29%	-10%	-24%	8%	13%	0	-5%
CCCc1ncc(CN2CCCCC2C(=O)Nc2ccc(Oc3ccccc3)nc2)cn1 (centres undefined)	0%	i	30%	2%	-17%	-5%	-7%	-3	-3%
Oc1ccc(Cl)cc1CNCc1ccc(F)c(F)c1	-8%	-12%	65%[activator]	2%	15%	26%	6%	-5	-15%
C=CCN(CC=C)CCOc1ccccc1	6%	-4%	-18%	11%	-18%	1%	9%	-3	0%
Cc1noc(C)c1COc1ccc(C(=O)OCC(=O)NC(=O)C2COc3ccccc3O2)cc1 (centres undefined)	-12%	0%	27%	3%	1%	8%	-10%	-4	5%
C/C(=N\Nc1cccc2cccnc12)c1ccc(N)cc1	2%[11.4 µM]	i	-13%	3%	u	9%	13%[11.4 µM]	4	1%
O=C(NNC(=O)c1ccccc1-n1cccc1)c1cncc(Br)c1	1%	-3%	16%	-15%	-19%	24%	14%	2	-10%
CC(=O)Nc1cccc(Oc2ccc3c(c2)C(=O)NC3=O)c1	5%[57.1 µM]	0%	6%	11%	-1%	2%	-1%[57.1 µM]	0	0%

An excerpt of these results, field by field:
> CCCc1ncc(CN2CCCCC2C(=O)Nc2ccc(Oc3ccccc3)nc2)cn1 (centres undefined)
- TrxR1 substrate: 0%
- Tb PGK inh: i
- HP1b chromo inh: 30%
- mIDH1 inhibitor: 2%
- USP1-UAF1 inh: -17%
- GLS inhibitor: -5%
- TrxR1 inh: -7%
- PI4K2A block: -3
- Pin1 inh: -3%

> C/C(=N\Nc1cccc2cccnc12)c1ccc(N)cc1
- TrxR1 substrate: 2%[11.4 µM]
- Tb PGK inh: i
- HP1b chromo inh: -13%
- mIDH1 inhibitor: 3%
- USP1-UAF1 inh: u
- GLS inhibitor: 9%
- TrxR1 inh: 13%[11.4 µM]
- PI4K2A block: 4
- Pin1 inh: 1%
